Assay outcomes (PubChem)
TROY NFkB inh = inhibitors of TROY-driven NF-kB signaling, primary screen, Q293 LMP1-TROYcd cells, NF-kB luciferase, uHTS. 0.98% of 360,000 active. inhibition, % at 10 µM. Q293 LMP1-TROYcd NF-kB luciferase reporter, 4 h. AID 1347056, 2019;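 active = compounds whose plate-normalised and pattern-corrected inhibition of the luciferase reporter signal at the single screening dose is 50% or more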
NOD2 RIPK2 PPI = NOD2-RIPK2 binding disruptors in cells, primary screen, fluorescence, CHO cells, BLA complementation; Receptor-interacting serine/threonine-protein kinase 2 (Homo sapiens), O43353; CCF4 ratio; inhibition, % at 4.98 µM; 0.38% of 360,000 active; AID 624267, 2012; in the data active = inhibition above about 21%;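 note: 0% = vehicle only and 100% = reference blocker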
SRC3 inh = SRC3 coactivator transcriptional activity inhibitors, primary screen, cell-based, luminescence. 0.17% of 360,000 active. HEK293 GAL4-SRC3 luciferase reporter. Nuclear receptor coactivator 3 (Homo sapiens), Q9Y6Q9. inhibition, % at 3.6 µM;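 active = inhibition above a per-campaign cutoff, the mean of all compounds plus 3 SD, cut at about 60% in these data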;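 note: 0% = DMSO-treated cells and 100% = gossypol-treated cells at 36 µM; higher means less SRC3-driven luciferase light from the GAL4 reporter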
NR2F2 inh = NR2F2 transcriptional activity inhibitors, primary screen, cell-based, luciferase reporter, HEK293T, luminescence; 0.7% of 370,000 active; AID 686940, 2013; inhibition, % at 8.6 µM; COUP transcription factor 2 (Homo sapiens), P24468; HEK293T NGFI-A luciferase reporter;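 active = inhibition above a per-plate cutoff, mean inhibition of test wells between control levels plus 3 SD, cut at about 38% in these data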;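 note: cells cotransfected with COUP-TFII expression vector driving the NGFI-A reporter; 0% = median of COUP-TF2 test wells and 100% = reporter-only cells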
Target sequence (P24468 whole entry, looked up): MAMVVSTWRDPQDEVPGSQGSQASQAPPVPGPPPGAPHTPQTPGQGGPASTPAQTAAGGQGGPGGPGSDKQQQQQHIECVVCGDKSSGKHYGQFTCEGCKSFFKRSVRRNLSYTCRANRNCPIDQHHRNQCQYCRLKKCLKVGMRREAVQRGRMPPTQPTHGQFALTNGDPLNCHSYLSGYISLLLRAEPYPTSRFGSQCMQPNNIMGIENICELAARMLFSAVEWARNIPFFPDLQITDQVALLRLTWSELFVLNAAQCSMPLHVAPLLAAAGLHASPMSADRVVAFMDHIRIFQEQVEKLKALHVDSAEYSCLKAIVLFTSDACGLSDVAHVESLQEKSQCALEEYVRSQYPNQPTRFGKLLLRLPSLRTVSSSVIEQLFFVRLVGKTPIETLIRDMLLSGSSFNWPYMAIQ
TWEAK-Fn14 inh = inhibitors of TWEAK-Fn14 signaling, primary screen, luciferase reporter cells, uHTS | TWEAK-stimulated Fn14 reporter cells, luciferase luminescence, 8 h | AID 1159606, 2016 | 2% of 360,000 active | inhibition, % at 10 µM; in the data active = inhibition above about 50%
NR5A2 inv ag = LRH-1 (NR5A2) inverse agonists, primary screen, cell-based, luminescence, HEK293T, StAR-luciferase reporter; Nuclear receptor subfamily 5 group A member 2 (Homo sapiens), O00482; LRH-1 transfected, 24 h; inhibition, % at 3.6 µM; 0.13% of 360,000 active; AID 602396, 2012;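 active = inhibition above the mean inhibition of all tested compounds plus 3 SD, cut at about 73% in these data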;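 note: 0% = DMSO wells and 100% = reporter-only cells lacking LRH-1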
Target sequence (O00482 whole entry, looked up): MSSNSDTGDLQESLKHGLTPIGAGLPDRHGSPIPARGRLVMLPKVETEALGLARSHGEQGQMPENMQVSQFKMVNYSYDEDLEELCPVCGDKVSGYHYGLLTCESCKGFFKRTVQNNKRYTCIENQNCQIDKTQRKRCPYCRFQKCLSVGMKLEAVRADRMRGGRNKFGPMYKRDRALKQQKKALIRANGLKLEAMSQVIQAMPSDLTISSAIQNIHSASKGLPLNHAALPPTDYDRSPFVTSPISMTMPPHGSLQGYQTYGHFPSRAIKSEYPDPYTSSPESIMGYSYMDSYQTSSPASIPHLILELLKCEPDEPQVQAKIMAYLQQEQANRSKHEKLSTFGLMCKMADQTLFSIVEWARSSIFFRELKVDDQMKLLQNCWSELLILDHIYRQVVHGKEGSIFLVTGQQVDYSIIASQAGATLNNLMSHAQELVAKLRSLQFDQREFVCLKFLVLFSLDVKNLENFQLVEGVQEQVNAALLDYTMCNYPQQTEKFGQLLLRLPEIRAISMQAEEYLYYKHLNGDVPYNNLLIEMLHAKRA
Granule exo inh = LAMP-1 surface exposure blockers, TALL-104 cells – cell-based, flow cytometry, MLPCN library, primary screen. AID 651702, 2012. TALL-104 LAMP-1 surface exposure; cells stimulated with thapsigargin and PMA. inhibition, % at 10 µM. 0.66% of 360,000 active;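 active = inhibition above about 55%, limit read from the data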
NCOA1 inh = SRC1 coactivator transcriptional activity inhibitors, primary screen, cell-based, luminescence | Nuclear receptor coactivator 1 (Homo sapiens), Q15788 | HEK293 GAL4-SRC1 luciferase reporter | inhibition, % at 3.6 µM | 0.12% of 360,000 active;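 active = inhibition above the campaign mean plus 3 SD, with each screening campaign given its own cutoff, cut at about 60% in these data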;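 note: 0% = DMSO treated cells and 100% = gossypol at 36 µM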
TLR9-MyD88 block = inhibitors of TLR9-MyD88 association in cells, primary screen, cell-based, CHO, BLA complementation, fluorescence | inhibition, % at 4.98 µM | AID 504734, 2011 | CCF4 FRET ratio | 0.21% of 340,000 active | Toll-like receptor 9 (Homo sapiens) + Myeloid differentiation primary response protein …;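 active = inhibition above the mean over all tested compounds plus 3 SD, cut at about 21% in these data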;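 note: 0% = DMSO only wells and 100% = clavulanate BLA inhibitor control wells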
ABHD5 PLIN5 PPI = ABHD5-PLIN5 interaction inhibitors, primary screen, cell lysate, split luciferase complementation, luminescence. Perilipin-5 (Homo sapiens) + 1-acylglycerol-3-phosphate O-acyltransferase ABHD5 (Homo …. Split G. princeps luciferase complementation, 4 h. inhibition, % at 4 µM. 0.78% of 360,000 active. AID 602281, 2012;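 active = inhibition above the mean inhibition across every tested compound plus 3 SD, cut at about 22% in these data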;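 note: 0% = DMSO only wells and the 100% control is not disclosed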
SRC2 inh = inhibition of GAL4-SRC2 driven luciferase reporter, primary screen, SRC2 inhibitor project, cell-based, luminescence; Nuclear receptor coactivator 2 (Homo sapiens), Q15596; inhibition, % at 9 µM; HEK293 GAL4-SRC2 luciferase reporter; 0.17% of 370,000 active;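 active = inhibition above the mean inhibition of all tested compounds plus 3 SD, set per campaign, cut at about 52% in these data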;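 note: 0% = DMSO treated cells and 100% = cells given Gossypol at 36 µM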
An asterisk follows results filed as active.

For COc1ccc(CNC(=O)c2cc3c(=O)n4ccccc4nc3n(CC3CCCO3)c2=N)cc1 (stereo unspecified) the results were TROY NFkB inh 2, NOD2 RIPK2 PPI -2, SRC3 inh 12, NR2F2 inh 2, TWEAK-Fn14 inh -37, NR5A2 inv ag 13, Granule exo inh 1, NCOA1 inh 4, TLR9-MyD88 block -8, ABHD5 PLIN5 PPI 7 and SRC2 inh -17.
c1ccc2c(-c3nc4ncccc4o3)cccc2c1 was read as TROY NFkB inh -61, NOD2 RIPK2 PPI -9, SRC3 inh -49, NR2F2 inh -19, TWEAK-Fn14 inh 8, NR5A2 inv ag -17, Granule exo inh 6, NCOA1 inh -63, TLR9-MyD88 block -11, ABHD5 PLIN5 PPI 3 and SRC2 inh -39.
`COc1cccc(/C=N/NC(=S)NCCc2ccccc2)c1` gave TROY NFkB inh 30, NOD2 RIPK2 PPI -5, SRC3 inh -2, NR2F2 inh 2, TWEAK-Fn14 inh -5, NR5A2 inv ag -3, Granule exo inh 58*, NCOA1 inh -16, TLR9-MyD88 block -2, ABHD5 PLIN5 PPI -8 and SRC2 inh -3.
COC(=O)N(C)C[C@@H]1OCc2ccccc2-c2c(n(C)c3ccccc23)C(=O)N([C@H](C)CO)C[C@@H]1C was read as TROY NFkB inh -19, NOD2 RIPK2 PPI -2, SRC3 inh 9, NR2F2 inh -19, TWEAK-Fn14 inh -3, NR5A2 inv ag -14, Granule exo inh 1, NCOA1 inh 6, TLR9-MyD88 block 5, ABHD5 PLIN5 PPI 18 and SRC2 inh -16.
Screening COc1ccc(NC(=O)c2sc3cc(C(F)(F)F)cnc3c2-c2cccs2)cc1 returned TROY NFkB inh -6, NOD2 RIPK2 PPI -4, SRC3 inh 17, NR2F2 inh -4, TWEAK-Fn14 inh -33, NR5A2 inv ag 9, Granule exo inh -1, NCOA1 inh 0, TLR9-MyD88 block -16, ABHD5 PLIN5 PPI 0 and SRC2 inh 2.
Cc1ccccc1C(=O)N1CC(=O)Nc2ccc(F)cc2C1c1ccc(F)cc1 (stereo unspecified) was read as TROY NFkB inh 18, NOD2 RIPK2 PPI -1, SRC3 inh -7, NR2F2 inh 9, TWEAK-Fn14 inh 1, NR5A2 inv ag 5, Granule exo inh 2, NCOA1 inh 16, TLR9-MyD88 block 4, ABHD5 PLIN5 PPI 0 and SRC2 inh 7.
CN(C)c1ccc(CNC(=O)c2ccc(CNc3c(N4CCCCC4)c(=O)c3=O)cc2)cc1 was read as TROY NFkB inh 2, NOD2 RIPK2 PPI -8, SRC3 inh 1, NR2F2 inh 17, TWEAK-Fn14 inh -18, NR5A2 inv ag -6, Granule exo inh 19, NCOA1 inh -13, TLR9-MyD88 block 7, ABHD5 PLIN5 PPI -5 and SRC2 inh -17.
For O=S(=O)(c1ccc(-c2ccccn2)s1)N1CCC2(CC1)OCCO2 the results were TROY NFkB inh 18, NOD2 RIPK2 PPI -19, SRC3 inh 22, NR2F2 inh 12, TWEAK-Fn14 inh -18, NR5A2 inv ag 14, Granule exo inh 2, NCOA1 inh -6, ABHD5 PLIN5 PPI -1 and SRC2 inh 17.
For CCOC(=O)C1=C[C@@H](CC)N(S(=O)(=O)c2ccc(C)cc2)[C@H]1c1cccs1 the results were TROY NFkB inh 25, NOD2 RIPK2 PPI -6, SRC3 inh 22, NR2F2 inh 20, TWEAK-Fn14 inh 23, NR5A2 inv ag -9, Granule exo inh 5, NCOA1 inh 2, ABHD5 PLIN5 PPI 3 and SRC2 inh 26.
Screening COc1cc(OC)c(C(=O)OCC(=O)Nc2cccc(S(=O)(=O)NC3=NCCCCC3)c2)cc1OC returned TROY NFkB inh 11, NOD2 RIPK2 PPI 5, SRC3 inh 13, NR2F2 inh -5, TWEAK-Fn14 inh -6, NR5A2 inv ag 11, Granule exo inh 2, NCOA1 inh -6, TLR9-MyD88 block 5, ABHD5 PLIN5 PPI -1 and SRC2 inh 17.
For CC(c1cccnc1)N(C(=O)Nc1ccccc1)C1CCCCC1 (stereo unspecified) the results were TROY NFkB inh -11, NOD2 RIPK2 PPI -8, SRC3 inh 6, NR2F2 inh -12, TWEAK-Fn14 inh 2, NR5A2 inv ag 10, Granule exo inh -3, NCOA1 inh -12, TLR9-MyD88 block 0, ABHD5 PLIN5 PPI -1 and SRC2 inh -30.
COc1ccccc1-n1cc(C(=O)c2cc(Cl)ccc2O)cc(C#N)c1=O was read as TROY NFkB inh 18, NOD2 RIPK2 PPI 1, SRC3 inh -23, NR2F2 inh 25, TWEAK-Fn14 inh -24, NR5A2 inv ag -5, Granule exo inh -3, NCOA1 inh -13, TLR9-MyD88 block 0, ABHD5 PLIN5 PPI 9 and SRC2 inh 17.
For O=C(O)CSc1ccccc1C(=O)O the results were TROY NFkB inh 12, NOD2 RIPK2 PPI -8, SRC3 inh 2, NR2F2 inh -17, TWEAK-Fn14 inh 3, NR5A2 inv ag 1, Granule exo inh -1, NCOA1 inh -2, TLR9-MyD88 block -7, ABHD5 PLIN5 PPI 0 and SRC2 inh -5.
`CN1C(=O)/C(=C\C=C2/CCCN2C)N(C)C1=S` gave TROY NFkB inh 0, NOD2 RIPK2 PPI -1, SRC3 inh 0, NR2F2 inh 7, TWEAK-Fn14 inh -15, NR5A2 inv ag 19, Granule exo inh -1, NCOA1 inh -2, TLR9-MyD88 block -1, ABHD5 PLIN5 PPI -2 and SRC2 inh -57.
`CN1CCN(C(=O)NC2CCCCC2)CC1` gave TROY NFkB inh -8, NOD2 RIPK2 PPI 3, SRC3 inh 12, NR2F2 inh 4, TWEAK-Fn14 inh -5, NR5A2 inv ag -3, Granule exo inh 4, NCOA1 inh 0, TLR9-MyD88 block 4, ABHD5 PLIN5 PPI 6 and SRC2 inh -16.
CCOc1ccc2c(c1)-c1c(ssc1=S)C(C)(C)N2 was read as TROY NFkB inh -17, NOD2 RIPK2 PPI -7, SRC3 inh 22, TWEAK-Fn14 inh 3, NR5A2 inv ag 5, Granule exo inh 0, NCOA1 inh 7, TLR9-MyD88 block 0 and ABHD5 PLIN5 PPI 0.
For Oc1ccccc1N1CCN(c2ncnc3scc(-c4ccccc4)c23)CC1 the results were TROY NFkB inh 41, NOD2 RIPK2 PPI 6, SRC3 inh 17, NR2F2 inh -1, TWEAK-Fn14 inh 56*, NR5A2 inv ag -14, Granule exo inh 13, NCOA1 inh 9, TLR9-MyD88 block -5, ABHD5 PLIN5 PPI 4 and SRC2 inh 8.
Screening COc1cccc(Nc2nc3ccccc3n3cnnc23)c1 returned TROY NFkB inh -18, NOD2 RIPK2 PPI 1, SRC3 inh -30, NR2F2 inh -20, TWEAK-Fn14 inh -3, NR5A2 inv ag -34, Granule exo inh 1, NCOA1 inh -21, TLR9-MyD88 block 7, ABHD5 PLIN5 PPI -2 and SRC2 inh -43.
`Cc1cc(=O)oc2cc(NS(=O)(=O)c3ccc(F)cc3)ccc12` gave TROY NFkB inh -3, NOD2 RIPK2 PPI -10, SRC3 inh 22, NR2F2 inh -7, TWEAK-Fn14 inh -21, NR5A2 inv ag 3, Granule exo inh 6, NCOA1 inh 1, TLR9-MyD88 block -1, ABHD5 PLIN5 PPI 0 and SRC2 inh -28.
Screening O=C(CCCN1C(=O)/C(=C/c2ccccc2Cl)SC1=S)NNC(=O)c1ccccc1Cl returned TROY NFkB inh 34, NOD2 RIPK2 PPI -36, SRC3 inh 60, NR2F2 inh 69*, TWEAK-Fn14 inh 78*, NR5A2 inv ag 46, Granule exo inh 4, NCOA1 inh 52, TLR9-MyD88 block -6, ABHD5 PLIN5 PPI 2 and SRC2 inh 83*.
O=C(NC1CCC(=O)N(CCOc2ccccc2)CC1)OCc1ccccc1 (stereo unspecified) was read as TROY NFkB inh 2, NOD2 RIPK2 PPI 6, SRC3 inh -5, NR2F2 inh -8, TWEAK-Fn14 inh 13, NR5A2 inv ag -5, Granule exo inh -7, NCOA1 inh 1, TLR9-MyD88 block 11, ABHD5 PLIN5 PPI -5 and SRC2 inh -5.
Screening CC(NC(=O)c1ccc(C(C)(C)C)cc1)C(=O)O (stereo unspecified) returned TROY NFkB inh 17, NOD2 RIPK2 PPI -3, SRC3 inh 5, NR2F2 inh 3, TWEAK-Fn14 inh 2, NR5A2 inv ag 11, Granule exo inh -1, NCOA1 inh -1, TLR9-MyD88 block 6, ABHD5 PLIN5 PPI -3 and SRC2 inh -11.
`C=CCN(c1ccccc1OC)S(=O)(=O)c1cccc(C(=O)NC2=NCCS2)c1` gave TROY NFkB inh 21, NOD2 RIPK2 PPI -11, SRC3 inh -8, NR2F2 inh -13, TWEAK-Fn14 inh 23, NR5A2 inv ag -3, Granule exo inh 2, NCOA1 inh 8, TLR9-MyD88 block -9, ABHD5 PLIN5 PPI -4 and SRC2 inh 16.
COc1ccc(-c2nc(=S)c3c(n2Cc2cccnc2)CC(C)(C)OC3)cc1 was read as TROY NFkB inh 16, NOD2 RIPK2 PPI 1, SRC3 inh 3, NR2F2 inh 2, TWEAK-Fn14 inh -12, NR5A2 inv ag -16, Granule exo inh 47, NCOA1 inh 7, TLR9-MyD88 block -4, ABHD5 PLIN5 PPI -3 and SRC2 inh -12.
`Cc1ccnc(NC(=S)N2CCN(c3cccc(C(F)(F)F)c3)CC2)c1` gave TROY NFkB inh 13, NOD2 RIPK2 PPI 2, SRC3 inh 17, NR2F2 inh 18, TWEAK-Fn14 inh 35, NR5A2 inv ag 29, Granule exo inh 2, NCOA1 inh 22, TLR9-MyD88 block -2, ABHD5 PLIN5 PPI -2 and SRC2 inh 7.
`O=C(CSc1nc(C2CCCCC2)nc2ccccc12)NCc1ccco1` gave TROY NFkB inh 16, NOD2 RIPK2 PPI 1, SRC3 inh 10, NR2F2 inh 7, TWEAK-Fn14 inh 32, NR5A2 inv ag -14, Granule exo inh -5, NCOA1 inh -10, TLR9-MyD88 block -8, ABHD5 PLIN5 PPI -2 and SRC2 inh -2.

Only part of the results is shown. The share of hits here may be higher or lower than overall.
